# Source: PubChem BioAssay (several laboratories)
# Tb MetRS inh: blocks T. brucei methionyl-tRNA synthetase activity; actives 0.4% (n = 360,000); purified T. brucei MetRS, ATP depletion, Kinase-Glo luminescence; inhibition, % at 11.9 µM;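 active means inhibition above a per-plate cutoff of the control wells' mean inhibition plus 3 SD, cut at about 5.5% in these data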;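 further: 0% = DMSO wells median and 100% = median of wells with control inhibitor compound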
#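 technique = Kinase-Glo luminescence, ATP depletion format | system = purified MetRS (methionyl-tRNA synthetase) enzyme from Trypanosoma brucei | timing = 15 min preincubation, 2 h reaction, all 25 °C | evaluation = percent inhibition versus plate control medians | dosing = single dose, 11.9 µM final nominal, 0.9% final DMSO | also added = substrates ATP, L-methionine and bulk Escherichia coli tRNA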
# E coli Lon inh: inhibits E. coli Lon protease | purified E. coli Lon protease, fluorescence polarization | P0A9M0 | actives 0.42% (n = 360,000) | inhibition, % at 7.94 µM; in the data active means inhibition above about 13%, passing the limit was not always enough;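 further: 0% = enzyme with probe and DMSO and 100% = no enzyme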
# LMPTP inh: LMPTP (human) inhibition; recombinant LMPTP-A, OMFP fluorogenic substrate, fluorescence intensity; inhibition, % at 20 µM; actives 0.22% (n = 360,000);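 active means compounds that cut the enzyme signal by at least half of the control window in the single-dose screen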;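 further: plate controls were DMSO wells with enzyme plus substrate for no effect and substrate without enzyme for full effect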
#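 Test system – LMPTP-A phosphatase enzyme · Quantity – 0.625 nM LMPTP-A final · Reagent – OMFP substrate, 400 µM final · Dosing – one test concentration per compound, 20 µM, with 3% DMSO overall · Timing – 50 min enzyme reaction at room temperature, protected from light · Detection – fluorescence intensity · Controls – substrate-only low control, DMSO enzyme-plus-substrate high control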
# NRP1-CendR mod: NRP-1/CendR interaction modulation; inhibition, % at 25 µM; actives 0.85% (n = 360,000); FAM-RPARPAR peptide binding to NRP-1, fluorescence polarization;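 active means inhibition or corrected inhibition above about 18%, plus a signal ratio from 0.5 to 1.5, limit read from the data, passing the limit was not always enough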; further: strong numbers were not always called active
# Scp-1 inhibitor: blocks human Scp-1 phosphatase activity; actives 0.88% (n = 340,000); inhibition, % at 20 µM; Q9GZU7; Recombinant Scp1, phosphopeptide, malachite green phosphate absorbance;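 active means inhibition above about 50% at 20 µM, limit read from the data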;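 further: plate controls were DMSO wells with enzyme for no effect and wells lacking enzyme for full effect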
#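 System: SCP-1 catalytic domain; Reagent: Phospho 17-mer peptide substrate; Doses: one concentration, 20 µM, with 1.0% DMSO; Incubation: 45 min room-temperature reaction, 5 min colour, 30 min stabiliser; Signal: Phosphate-binding colour reagent, absorbance read at 630 nm.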
# STEP inh: STEP (human) phosphatase inhibition. P54829. recombinant STEP, OMFP fluorogenic substrate, fluorescence. inhibition, % at 20 µM. actives 0.25% (n = 360,000);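 active means inhibition at 20 µM, scaled per plate between control wells, above about 37%, limit read from the data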;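 further: 0% = DMSO with enzyme and substrate and 100% = substrate only without enzyme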
#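 Also added – OMFP at 25 µM · Test system – STEP tyrosine phosphatase · Technique – FITC-channel fluorescence of OMFP product · Schedule – 20 min at room temperature, dark · Evaluation – control-normalized % inhibition with plate pattern correction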
# DNMT1 inh: inhibitors of human DNMT1. actives 0.83% (n = 360,000). DNMT1 molecular beacon, Hinp1I cleavage, fluorescence. inhibition (reported as % activation of signal), % at 10 µM. P26358; in the data active means inhibition above about 50%
# Target sequence (P26358 504-1616 limits assumed): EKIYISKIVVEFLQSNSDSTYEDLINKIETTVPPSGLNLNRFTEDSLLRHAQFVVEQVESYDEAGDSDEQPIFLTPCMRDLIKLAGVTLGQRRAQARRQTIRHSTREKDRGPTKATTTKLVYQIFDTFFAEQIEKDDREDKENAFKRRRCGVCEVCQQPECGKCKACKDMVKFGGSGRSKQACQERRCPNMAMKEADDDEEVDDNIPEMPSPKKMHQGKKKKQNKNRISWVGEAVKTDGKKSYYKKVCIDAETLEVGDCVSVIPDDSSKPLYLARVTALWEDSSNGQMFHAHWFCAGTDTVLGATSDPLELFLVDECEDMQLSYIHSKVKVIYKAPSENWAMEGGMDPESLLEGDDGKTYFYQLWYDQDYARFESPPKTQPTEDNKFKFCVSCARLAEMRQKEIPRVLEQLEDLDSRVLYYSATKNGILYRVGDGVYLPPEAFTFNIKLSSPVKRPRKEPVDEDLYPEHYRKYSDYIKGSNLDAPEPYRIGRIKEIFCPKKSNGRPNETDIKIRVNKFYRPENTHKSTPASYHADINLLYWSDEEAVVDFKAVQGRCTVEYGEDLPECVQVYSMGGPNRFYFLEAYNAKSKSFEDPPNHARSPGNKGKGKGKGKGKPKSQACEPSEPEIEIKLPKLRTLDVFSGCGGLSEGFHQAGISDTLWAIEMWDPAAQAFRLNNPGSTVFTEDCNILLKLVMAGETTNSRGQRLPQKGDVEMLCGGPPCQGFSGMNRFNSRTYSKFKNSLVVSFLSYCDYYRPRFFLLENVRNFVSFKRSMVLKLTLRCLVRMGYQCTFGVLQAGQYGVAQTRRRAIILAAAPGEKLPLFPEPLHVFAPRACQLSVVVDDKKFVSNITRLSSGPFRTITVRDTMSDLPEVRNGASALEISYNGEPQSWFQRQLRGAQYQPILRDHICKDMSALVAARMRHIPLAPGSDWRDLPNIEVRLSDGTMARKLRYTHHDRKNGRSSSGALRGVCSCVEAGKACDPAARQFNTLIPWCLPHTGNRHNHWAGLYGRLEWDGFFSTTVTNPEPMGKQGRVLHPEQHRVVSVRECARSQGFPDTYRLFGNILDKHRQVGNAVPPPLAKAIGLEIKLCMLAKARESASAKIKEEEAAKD
# MsrA inh: bovine MsrA inhibition | purified bovine MsrA, absorbance read-out | inhibition, % at 15.5 µM | actives 0.75% (n = 360,000) | AID 651718; in the data active means inhibition above about 4.5%;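 further: 0% = vehicle wells with enzyme and 100% = reference inhibitor wells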
# SUMO1 PPI mod: modulators of human SUMO1-mediated protein-protein interactions | P63165 | SUMO1 binding to a labelled peptide, TR-FRET, 1 h | inhibition, % at 20 µM | actives 0.33% (n = 360,000); in the data active means inhibition above about 37%
# bovine MsrA act: activators of bovine methionine sulfoxide reductase A; purified bovine MsrA, absorbance read-out; activation, % at 10.6 µM; actives 0.3% (n = 360,000); AID 602163; in the data active means activation above about 7.5%;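 further: 0% = vehicle and 100% = reference activator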
# Starred values were filed as active, the others as inactive; · = no result given. Rows are unselected; overall some 4.3% were active at least once.
SMILES,Tb MetRS inh,E coli Lon inh,LMPTP inh,NRP1-CendR mod,Scp-1 inhibitor,STEP inh,DNMT1 inh,MsrA inh,SUMO1 PPI mod,bovine MsrA act
CC1CCC2(CC1)OCC1(CCC3(COC4(CCC(C)CC4)OC3)C1=O)CO2 (stereo not drawn),-3.1,1,-0.2,4,5,-4,6,2.4,1,-14
CCC1Oc2ccc(C)cc2N(CC(=O)NCCCN2CCCCC2CC)C1=O (stereo not drawn),-1.1,2,0.9,-6,2,-1,-1,-0.3,-3,-1
c1ccc(OCc2nc(-c3cccs3)no2)cc1,0.4,-4,-0.2,1,-6,0,1,-0.9,-1,-2
O=C(CSc1nnc(-c2cccs2)n1-c1ccccc1)c1ccc2c(c1)OCCO2,-0.9,-3,1.1,-6,-5,1,7,-0.3,1,1
COc1ccc(OC)c(S(=O)(=O)NC2CCN(Cc3ccccc3)CC2)c1,-1.1,-4,0.0,7,-5,-6,-1,-1.3,0,-2
O=C(NCCN1CCOCC1)C1CCN(S(=O)(=O)c2ccccc2)CC1,0.2,-17,-1.9,4,·,2,3,-0.3,6,-2
COc1ccccc1CNC(=O)CCS(=O)(=O)c1ccc(Cl)cc1,-0.4,-13,-0.7,3,-1,1,-1,-0.4,-1,-1
Oc1cccc(C=Nc2cccc3ccccc23)c1O,-1.2,-8,25,-3,-7,6,-9,1.3,68*,-12
CC(C)Oc1ccc(C2CC(=O)N(c3ccccc3)C2=O)cc1 (stereo not drawn),-1.9,-4,1.1,1,-4,-4,-1,0.3,-2,-12
COc1ccc(C(c2nnnn2C2CCCC2)N2CCc3ccccc3C2)cc1OC (stereo not drawn),-0.9,-4,0.9,3,3,-4,-7,0.2,-3,-3
Cc1ccc(NC(=O)c2ccccc2O)cc1,-0.3,5,-1.1,13,-18,0,0,1.0,-3,1
COc1ccccc1C(=O)Cc1ccccc1,-0.2,1,-0.2,5,-5,-1,3,-0.7,2,-2
CCOC(=O)c1cccc(NS(=O)(=O)c2c(C(=O)N3CCCCCC3)c(C)n(C)c2C)c1,0.0,4,-0.9,4,-5,2,3,-0.4,-1,-2
CCn1cc(C(=O)NCCCN2CCC(C)CC2)c(=O)c2cc(S(=O)(=O)N(C)C3CCCCC3)ccc21,-0.4,-1,-2.9,-7,3,0,-4,0.4,-2,-2
COc1ccc2nc(-c3ccccn3)ccc2c1,0.7,1,-0.4,16,·,0,-2,2.2,-19,-4
CCCNc1nc2c(c(=O)[nH]c(=O)n2C)n1CCC(C)C,0.1,10,-0.6,0,-3,0,-2,1.3,-1,0
O=C(CNC(=O)c1cccs1)OCc1ccc(Cl)cc1,-1.1,2,1.2,1,-1,-2,1,0.6,1,-2
O=C(NC1CCC(O)CC1)C1CCN(S(=O)(=O)c2c(Cl)cccc2Cl)CC1 (stereo not drawn),-0.2,0,0.0,-2,5,2,-2,-0.8,2,-2
COc1cc2c(cc1OC)C(C(=O)NC1CC1)C1c3ccccc3CCN1C2=O (stereo not drawn),-1.0,2,0.4,-1,-7,3,-1,0.0,2,-8
COc1ccc(OC)c(/C=C/C(=O)Oc2ccc(C(C)=O)cc2)c1,0.0,5,1.2,7,-10,0,1,0.0,-19,-3
CC(C)Cn1c(N)c(C(=O)CSc2ccccc2)c(=O)n(C)c1=O,1.5,0,-1.6,6,-12,3,2,1.4,3,-1
COc1ccc(CN(C)C(=O)CNC(=O)c2sc3ccccc3c2Cl)c(OC)c1,0.2,-15,2.3,-9,·,0,-6,-0.6,-6,-2
O=C(NP(=O)(N1CCCC1)N1CCCC1)C1=C(N2CCOCC2)/C(=C/c2cccc([N+](=O)[O-])c2)CC1,0.5,-2,-0.2,1,-9,6,3,1.4,-6,1
CC(C)COC(=O)c1cc(-c2ccc(/C=N/n3cnnc3)o2)ccc1Cl,-0.3,-9,0.7,-14,20,0,2,0.1,-6,-5
COc1ccc(CNC(=O)c2ccc(N3CCCC3=O)cc2)cc1,-1.7,1,2.5,11,-3,-2,1,-0.2,0,-13
COCCNC(=O)c1cccc(OC2CCN(Cc3ccc(Cl)c(F)c3)CC2)c1,-0.3,2,-1.0,15,-5,1,2,-0.3,4,-4
O=C(CCN1C(=O)/C(=C/c2ccccc2F)SC1=S)N[C@@H](CO)Cc1ccccc1,-0.6,-2,1.5,1,1,3,-2,0.3,-21,-4
COc1ccc(NC(=S)NCCc2c(C)[nH]c3ccc(OC)cc23)cc1,0.1,-3,-1.7,-10,2,-2,-1,0.1,1,0
CCCNC(=O)COC(=O)c1[nH]c(C)c(C(=O)OCC)c1C,-0.3,-1,-0.2,3,-8,-1,2,-0.5,3,2
Cc1ccccc1NC(=O)CC1c2ccccc2CC(C)(C)N1C (stereo not drawn),-1.1,1,1.1,-8,-3,-2,0,-0.7,5,-2

# Taken from the entries so far (13 entries):
SMILES,Tb MetRS inh,E coli Lon inh,LMPTP inh,NRP1-CendR mod,Scp-1 inhibitor,STEP inh,DNMT1 inh,MsrA inh,SUMO1 PPI mod,bovine MsrA act
CC1CCC2(CC1)OCC1(CCC3(COC4(CCC(C)CC4)OC3)C1=O)CO2 (stereo not drawn),-3.1,1,-0.2,4,5,-4,6,2.4,1,-14
CCC1Oc2ccc(C)cc2N(CC(=O)NCCCN2CCCCC2CC)C1=O (stereo not drawn),-1.1,2,0.9,-6,2,-1,-1,-0.3,-3,-1
c1ccc(OCc2nc(-c3cccs3)no2)cc1,0.4,-4,-0.2,1,-6,0,1,-0.9,-1,-2
O=C(CSc1nnc(-c2cccs2)n1-c1ccccc1)c1ccc2c(c1)OCCO2,-0.9,-3,1.1,-6,-5,1,7,-0.3,1,1
COc1ccc(OC)c(S(=O)(=O)NC2CCN(Cc3ccccc3)CC2)c1,-1.1,-4,0.0,7,-5,-6,-1,-1.3,0,-2
O=C(NCCN1CCOCC1)C1CCN(S(=O)(=O)c2ccccc2)CC1,0.2,-17,-1.9,4,·,2,3,-0.3,6,-2
COc1ccccc1CNC(=O)CCS(=O)(=O)c1ccc(Cl)cc1,-0.4,-13,-0.7,3,-1,1,-1,-0.4,-1,-1
Oc1cccc(C=Nc2cccc3ccccc23)c1O,-1.2,-8,25,-3,-7,6,-9,1.3,68*,-12
CC(C)Oc1ccc(C2CC(=O)N(c3ccccc3)C2=O)cc1 (stereo not drawn),-1.9,-4,1.1,1,-4,-4,-1,0.3,-2,-12
COc1ccc(C(c2nnnn2C2CCCC2)N2CCc3ccccc3C2)cc1OC (stereo not drawn),-0.9,-4,0.9,3,3,-4,-7,0.2,-3,-3
Cc1ccc(NC(=O)c2ccccc2O)cc1,-0.3,5,-1.1,13,-18,0,0,1.0,-3,1
COc1ccccc1C(=O)Cc1ccccc1,-0.2,1,-0.2,5,-5,-1,3,-0.7,2,-2
CCOC(=O)c1cccc(NS(=O)(=O)c2c(C(=O)N3CCCCCC3)c(C)n(C)c2C)c1,0.0,4,-0.9,4,-5,2,3,-0.4,-1,-2

# (cont.)
SMILES,Tb MetRS inh,E coli Lon inh,LMPTP inh,NRP1-CendR mod,Scp-1 inhibitor,STEP inh,DNMT1 inh,MsrA inh,SUMO1 PPI mod,bovine MsrA act
COc1cccc2cc(C(=O)N3CCN(C(=O)c4ccco4)CC3)c(=O)oc12,0.1,-7,-1.3,2,-1,-2,3,2.4,4,-4
COc1ccc(C(=O)/C=C/C(=O)N(CC(=O)NC2CCCCC2)CC2CCCO2)c(O)c1 (stereo not drawn),-0.6,12,1.8,-2,-6,0,-9,-1.4,1,-6
O=C(Cc1ccccc1)Nc1ccc(NC(=O)Cc2ccccc2)c(Cl)c1,-1.7,6,-2.4,-3,-6,0,10,1.4,2,1
Cc1ccc(C2=NOC(C)(c3sc(-c4ccc(Cl)cc4)nc3C)C2)cc1 (stereo not drawn),-0.4,3,0.4,-15,-1,4,-4,-0.4,0,-6
CC(C)N(C(=O)Cn1c(=O)oc2ccccc21)c1ccccc1,-1.1,-12,-1.4,-6,5,-6,0,-1.3,1,-13
COc1ccccc1NC(=O)c1sc2ncn(CC(=O)Nc3ccccc3)c(=O)c2c1C,-1.1,-5,5.5,-20,15,2,10,0.6,1,-5
O=C(Oc1ccccc1)N1CCCCC1,0.0,-2,-1.6,2,·,0,6,0.9,3,1
COc1ccc(CN(C)C(c2ccccc2)c2nnnn2-c2ccccc2C)c(OC)c1C (stereo not drawn),-1.0,-10,3.6,-3,23,2,-4,0.6,1,-4
C/C(=N\S(=O)(=O)c1ccc(C)cc1)Nc1cc(C(C)C)c(O)cc1C,0.9,10,-0.2,18,-10,-3,0,-0.8,1,-2
CSc1ccccc1C(=O)N1CCc2ccccc2C1,0.2,14,-1.0,-2,-3,2,4,-1.0,2,-3
COc1ccc(NC(=O)COC(=O)c2ccc(S(=O)(=O)N3CCCC3)cc2)cc1OC,-0.5,1,-0.2,4,-5,2,13,-0.1,-5,-2
Cc1ccc(NC(=O)c2sc3nc[nH]c(=O)c3c2C)c(C)c1,-1.0,6,2.5,1,1,-4,4,2.4,3,-14
CCOc1c2ccc(C(=O)NCc3ccc(OC(F)(F)F)cc3)cc2nn1C,-0.2,-4,-0.6,-7,-6,-2,-2,0.4,-4,-1
C#CCN(C[C@H]1[C@H](OC(=O)NCCCCCC)[C@H](OC(=O)NCCCCCC)C[C@@H](C(=O)OC)[C@H]1C(=O)OC)S(=O)(=O)c1ccc(C)cc1,-0.9,-1,3.5,-1,·,0,-4,0.1,-2,-5
CCOC(=O)c1c(NC(=O)CSc2nnc(-c3cccnc3)o2)sc(C(C)=O)c1C,0.8,3,-0.2,-34,2,1,0,1.4,-8,-3
Cc1ccc(SCc2noc(C(=O)NC(C)C)c2C(=O)O)cc1C,-0.1,10,0.3,-4,-6,1,-1,0.3,5,-2
Cc1cc(NC(=O)CN2CCN(c3ccccc3O)CC2)no1,-1.0,-7,-1.7,3,-9,2,-7,1.3,0,-7
CCCCCc1nnc(NC(=O)Cn2cnc3ccccc3c2=O)s1,0.8,4,0.2,2,-7,-1,1,1.4,5,-3
